From PubChem
Pf growth 48h: P. falciparum growth inhibition at 48 hours (one generation); P. falciparum luciferase growth in erythrocytes, 48 h; 5.9% of 310,000 active; Potency, µM (top dose mostly 28.7 µM), inactives show top-dose activity change, negative = inhibition, hits mostly inhibitors; note: potency is the fitted concentration of half-maximal effect; % is set by controls: 0 for no effect and ±100 for the full control effect
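Luminescence readout; reporter = integrated firefly luciferase in P. falciparum. RBC culture at 2% hematocrit, 0.1% parasitemia final, 37 C/5% CO2; decreased signal taken as growth inhibition.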
Cycloheximide cs: counter-screen for Shiga toxin inhibitors: cycloheximide protein synthesis inhibition; cell reporter, cycloheximide protein synthesis inhibition counterscreen; max response, %; 12% of 300,000 active; AID 2314; in the data active = max response mostly above about 13%, no sharp cut-off; inactive = mostly below about 14%; note: read at 38.3 µM for the half of the compounds with a filed dose; 0% is about no effect
Giardia FBPA inh: Giardia lamblia aldolase inhibition | A8B2U2 | purified Giardia FBPA | Potency, µM (series often up to 59.6 µM), without a hit: at the top dose activity, negative = inhibition, most hits filed as inhibitors | 0.71% of 290,000 active; note: potency is the fitted concentration of half-maximal effect; % is set by controls: 0 for no effect and ±100 for the full control effect; nearly all actives have a fitted effect of over 55% in size
Target sequence (A8B2U2 whole entry, looked up): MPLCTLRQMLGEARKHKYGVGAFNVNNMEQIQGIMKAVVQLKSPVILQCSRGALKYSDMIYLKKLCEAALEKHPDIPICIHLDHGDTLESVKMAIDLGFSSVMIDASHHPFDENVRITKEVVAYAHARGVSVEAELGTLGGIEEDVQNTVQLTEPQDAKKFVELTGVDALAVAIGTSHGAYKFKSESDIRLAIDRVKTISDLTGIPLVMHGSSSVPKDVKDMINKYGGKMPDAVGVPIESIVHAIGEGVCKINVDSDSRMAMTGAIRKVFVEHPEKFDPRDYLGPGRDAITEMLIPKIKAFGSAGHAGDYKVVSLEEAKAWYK
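Giardia FBPA (40 nM reagent) was preincubated 10 min at RT with compound (up to 57.5 uM final), then substrate plus GAPDH/TPI/NAD/arsenate coupling system with diaphorase/resazurin was added; resorufin fluorescence (525/598 nm) was read after 20 min.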
Pf growth 96h: P. falciparum growth inhibition at 96 hour, primary screen for plastid delayed-death inhibitors | Potency, µM (series often up to 28.7 µM), for inactives: at the highest dose activity change, negative = inhibition, usual class: inhibitors | P. falciparum luciferase reporter growth, 96 h | 6.9% of 320,000 active; note: potency is the fitted concentration of half-maximal effect; % is set by controls: 0 for no effect and ±100 for the full control effect
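Cell-based qHTS: luciferase-tagged P. falciparum in erythrocytes (2% hematocrit, 0.05% parasitemia final) incubated with compounds for 96 hours, 37 C, 5% CO2; luciferase detection reagent then added and luminescence measured.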
Sm TGR inh: blocks Schistosoma mansoni thioredoxin glutathione reductase. Potency, µM (doses to about 114 µM), for inactives: at the top dose activity change, negative = inhibition, hits mostly inhibitors. purified TGR, DTNB reduction, TNB absorbance 405 nm. 3% of 360,000 active. AID 485364. Q962Y6; note: potency is the fitted concentration of half-maximal effect; % is set by controls: 0 for no effect and ±100 for the full control effect; nearly all actives have a fitted effect of over 60% in size
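Kinetic colorimetric format: TGR-catalysed, NADPH-driven DTNB reduction monitored via TNB absorbance. Enzyme dispensed at 20 nM; compound exposure 15 min at room temperature before reaction start.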
Shiga toxin inh: Shiga toxin inhibition | Vero cells, Shiga toxin protein synthesis inhibition reporter | inhibition, % at 38.7 µM | 9.2% of 290,000 active; in the data active = inhibition mostly above about 28%, no sharp cut-off; inactive = mostly below about 43%; note: 0% is about no effect
An asterisk follows results filed as active; ? = inconclusive; nt = not tested or not shown; [ ] = dose if it differs, or a comment. Unless noted, calls come from the whole dose curve; as a rule, active = well fitted curve in the direction sought with a large enough effect; inconclusive = small, poorly fitted or top-dose-only effect, or another doubt; inactive = no such curve, though single readings can be large; an effect the other way counts as inactive or inconclusive.

SMILES | Pf growth 48h | Cycloheximide cs | Giardia FBPA inh | Pf growth 96h | Sm TGR inh | Shiga toxin inh
CCn1cc(C(=O)NCc2ccc3c(c2)OCO3)c(=O)c2ccc(C)nc21 | 2% | -1 | 2% | 7% | -16% | -5
CSCC[C@H](NC(=O)c1cccs1)C(=O)N1CCC2(CC1)NCCc1[nH]cnc12 | 13% | -3 | ? | 18% | -17% | -6
O=C(CSc1ccc(Cl)cc1)Nc1ccc(N2CCN(C(=O)c3ccc(Cl)cc3)CC2)cc1 | -23% | 1 | -4% | ? | -23% | -31
CN1CCCC(C(O)(c2ccccc2)c2ccccc2)C1 (stereo not drawn) | -60% | 1 | 24% | -29% | 5% | -22
CCC(C)(C)C1CCc2nc3ccccc3c(C(=O)OC(C)C(=O)Nc3c(C)n(C)n(-c4ccccc4)c3=O)c2C1 (stereo not drawn) | ? | -1 | 6% | 10µM* | -2% | -5
CCOC(=O)c1c(C)n(C)c2ccc(O)c(CN3CCN(C)CC3)c12 | 1% | -6 | ? | 0%[5.75 µM] | 35µM* | 34
COc1ccccc1C(C#N)N1N=C(C)CC1(C)C (stereo not drawn) | 0% | -2 | 2% | 18% | nt | -6
COc1ccc(/C=C/C(=O)O/N=C(\N)c2cccnc2)cc1OC | ? | 29* | -13% | ? | -1% | 25
CN(C)/C=C/c1c(C#N)c(=O)ncn1Cc1ccccc1 | 6% | -2 | 1% | nt | -25% | 12
C[C@H]1CN=C(N(C)C)N1CCc1ccc(F)cc1 | 27% | nt | nt | 72%[activator] | 1% | nt
COc1ccc(S(=O)(=O)N2CCN(C(c3ccccc3)c3ccccc3)CC2)cc1NC(C)=O | ? | 1 | nt | ? | 0% | -28
COc1ccc(NC(C)C(=O)N/N=C/c2cc(Br)ccc2OC)cc1 (stereo not drawn) | -6% | -2 | 4% | 5% | 7% | 16
CCCc1noc2c1/C(=N\O)CCC2 | 3% | 1 | 2% | 10% | -1% | -8
Cc1c(NC(=O)c2c(F)c(F)c(F)c(F)c2F)c(=O)n(-c2ccccc2)n1C | -12% | -3 | 5% | -2% | -5% | -13
O=C(NCCC1CCCCN1S(=O)(=O)c1ccccc1)C(=O)NCc1ccccn1 (stereo not drawn) | -6% | nt | nt | ? | -8% | nt
Cc1cc(NC(=O)Cn2nc([N+](=O)[O-])c(Br)c2C)no1 | 6% | 2 | 0% | -13% | nt | 8
Cc1cc(NC(=O)CCC(=O)N(CC(=O)NCC2CCCO2)c2ccc(F)c(Cl)c2)no1 (stereo not drawn) | 5% | -3 | 0% | -6% | -6% | -15
CCOn1c(=O)c(=O)n(O)c2ccccc21 | 0% | -3 | -20% | -7% | -20% | 10
COc1cc(/C=N/NC(N)=S)ccc1OCc1ccc(C)cc1 | ? | 30* | 0% | ? | 0% | 66*
COC(=O)Cc1cc(=O)n2[nH]c(C(F)(F)F)nc2n1 | 7% | 13 | ? | ? | 9% | -7
Cc1ccc(CNC(=O)CCNS(=O)(=O)c2ccc3c(c2)c(=O)n(C)c(=O)n3C)cc1 | -7% | -2 | -1% | nt | -18% | -5
CCN(CC(=O)Nc1ccc(OC)cc1)C(=O)c1ccc([N+](=O)[O-])cc1 | -40% | -4 | 4% | 38% | -3% | -4
COc1ccccc1C1=NC(c2ccc(C)cc2)N=C1C (stereo not drawn) | 118%[activator] | 39* | 0% | 238%[activator] | 5% | 131*
CCC(=O)N1CCc2cc(Br)cc(S(=O)(=O)NCCN3CCCCC3CC)c21 (stereo not drawn) | ? | 1 | 6% | ? | -12% | -7
CC(=O)/C=C/n1c(=S)oc2ccccc21 | ? | 32* | 4% | -81% | 2.5µM* | 35
COC(=O)C1=C(C)Nc2c(c(=O)n(C)c(=O)n2C)C1c1cccs1 (stereo not drawn) | -6% | -6 | 0% | nt | -13% | -9
CC1SCC(NC(=O)c2cccc(Cl)c2)CS1 (stereo not drawn) | 39%[activator] | 20 | 5% | 45%[activator] | 0% | 46
O=C(CSc1nnc(-c2ccccc2O)o1)N1CCOCC1 | 86%[activator] | 26* | -5% | -6% | -7% | 86*
O=C(NN1C(=O)C2C(C1=O)C1C=CC2C12CC2)c1ccccc1 (stereo not drawn) | 8% | -3 | 5% | -31%[5.75 µM] | 3% | 1
Cc1ccc(SCCC(=O)OCn2nnc3ccccc3c2=O)cc1 | 25% | 2 | 0% | 24% | ? | -6
CC(=O)N(c1ccccc1)C(C)c1nc(C#N)c(C#N)nc1C (stereo not drawn) | ? | -3 | 7% | ? | -11% | -6
O=C(CCCc1ccccc1)Nc1ccnn1C1CCN(Cc2ccc(CO)o2)CC1 | -18% | -1 | 5% | 55%[activator] | ? | -6
CCCOc1ccc(/C=C2\SC(N)=NC2=O)cc1OC | -6% | -1 | 0% | 22% | -3% | 22
Cc1ccccc1/C=C/c1nc2ccccc2c(=O)n1Cc1ccccc1 | ? | -3 | 6% | 10µM* | 3% | 8
COc1cccc(CN(C)CC(=O)Nc2cccc(S(N)(=O)=O)c2)c1OC | 5% | -1 | 4% | -16% | 7% | -10
CC(=O)c1c(C(C)=O)c(C)n(NC(=O)c2cccnc2)c1C | 4% | -4 | 0% | -30% | 0% | -16
CC(C)N1C2OC(C3OC4C(O3)N(C(C)C)S(=O)(=O)N4C(C)C)OC2N(C(C)C)S1(=O)=O (stereo not drawn) | nt | -4 | 5% | -1% | -10% | -6
CC1Cc2ccccc2N1C(=O)COc1ccc2c(c1)OCO2 (stereo not drawn) | 13% | 34* | 0% | -3% | -25% | 74*
Cc1cccc(C(=O)NC2CCN(C(=O)N3CCOCC3)CC2)c1 | 7% | -4 | 5% | -5% | ? | -11
COc1ccccc1Nc1nc(-c2sc(NC(=O)c3ccco3)nc2C)cs1 | 12µM* | -2 | -4% | 9.3µM* | 3% | 12
COC(=O)C1=C(C)N(CCCC(=O)O)C(=O)NC1c1ccc(Br)cc1 (stereo not drawn) | 6% | 1 | 15% | 5% | -16% | 46
Cc1ccc(C)c(S(=O)(=O)N2CCCCC2CCNC(=O)C(=O)NCCc2ccco2)c1 (stereo not drawn) | ? | nt | nt | ? | -10% | nt
O=C(O)c1ccc(N/N=C/C2=C(N3CCOCC3)C(=C\c3ccccc3)/CC2)cc1 | ? | 38* | -6% | 33%[activator] | 18µM* | 74*
Cc1nc2sc(C)c(C)c2c(=O)[nH]1 | 3% | -2 | -7% | -1% | -8% | -21
Nc1nc(NCCO)nc(NC2CCCCC2)c1[N+](=O)[O-] | nt | 0 | 7% | 5.2µM* | -7% | -6
Cc1cccc(C(=O)NNC(=O)/C=C/C(=O)O)c1 | 9% | 2 | 2% | 17% | ? | -6
O=C(NNC(=O)c1ccc([N+](=O)[O-])cc1)c1ccc(Br)cc1 | -1% | -6 | 0% | ? | -3% | -10
COc1cccc(NC(=O)CN2C(=O)CSc3ccc(S(=O)(=O)N4CCC(C)CC4)cc32)c1 | ? | 12 | -2% | -5% | -14% | -5
CCC(=NCc1ccco1)c1c(O)n(-c2ccc(OC)cc2)c(=O)[nH]c1=O | 1% | -2 | 2% | 25% | -34% | -5
Cc1ccc(C)c(S(=O)(=O)N2CCN(C(=O)CCc3c[nH]c4ccccc34)CC2)c1 | ? | nt | nt | ? | -7% | nt

Filtered by structure: those above containing a cyano group.
SMILES | Pf growth 48h | Cycloheximide cs | Giardia FBPA inh | Pf growth 96h | Sm TGR inh | Shiga toxin inh
COc1ccccc1C(C#N)N1N=C(C)CC1(C)C (stereo not drawn) | 0% | -2 | 2% | 18% | nt | -6
CN(C)/C=C/c1c(C#N)c(=O)ncn1Cc1ccccc1 | 6% | -2 | 1% | nt | -25% | 12
CC(=O)N(c1ccccc1)C(C)c1nc(C#N)c(C#N)nc1C (stereo not drawn) | ? | -3 | 7% | ? | -11% | -6

Taken from above, 2 compounds:
SMILES | Pf growth 48h | Cycloheximide cs | Giardia FBPA inh | Pf growth 96h | Sm TGR inh | Shiga toxin inh
COC(=O)C1=C(C)N(CCCC(=O)O)C(=O)NC1c1ccc(Br)cc1 (stereo not drawn) | 6% | 1 | 15% | 5% | -16% | 46
Cc1ccc(C)c(S(=O)(=O)N2CCCCC2CCNC(=O)C(=O)NCCc2ccco2)c1 (stereo not drawn) | ? | nt | nt | ? | -10% | nt

Later entries.
SMILES | Pf growth 48h | Cycloheximide cs | Giardia FBPA inh | Pf growth 96h | Sm TGR inh | Shiga toxin inh
CCCCNC(=O)C1CCN(S(=O)(=O)c2c(C)noc2/C=C\c2ccc(OC)cc2)CC1 | nt | -4 | 4% | 10µM* | 8% | -8
CCN(CC)c1ccc2cc(C(=O)NNC(=O)c3ccc(S(=O)(=O)N4CCCCC4)cc3)c(=O)oc2c1 | 7% | -1 | 3% | 0% | 0% | 11
CCOc1ccc(OCC)c(N=c2oc3c(C)ncc(CO)c3cc2C(N)=O)c1 | 14% | -1 | -2% | 30%[activator] | 0% | 8
CC(=O)c1cnc2c(-c3ccccc3)c(-c3ccccc3)nn2c1C | -11% | -2 | -9% | ? | 6% | -6
Nn1cc(-c2ccccc2)nc1SCC(=O)NC1CCS(=O)(=O)C1 (stereo not drawn) | nt | 8 | 0% | 34%[activator] | 18%[11.4 µM] | 35
CC(=O)Nc1cn(-c2ccccc2)nc1-c1ccccc1 | 7% | 2 | 3% | 68%[activator] | 6% | -11
Cc1cccc(Nc2ccccc2)c1 | -5% | 19 | -1% | -7% | -28% | 27
CC(=O)Nc1cccc(NC(=O)Nc2ccc(C)c(Cl)c2)c1 | 30%[activator] | 30* | 0% | 30%[activator] | -13% | 48*
Cc1ccc(N2C(=O)CSCC2=O)cc1 | -6% | 1 | 0% | nt | 3% | -27
NC(=O)C1CCCN(C(=O)c2ccc3oc(Cc4ccc(Cl)cc4)nc3c2)C1 (stereo not drawn) | 2% | 14 | nt | ? | 0% | 35
CCc1nc2ccccc2c(C(=O)OCC(=O)Nc2cccc(S(=O)(=O)N3CCOCC3)c2)c1C | ? | -4 | -7% | ? | 14% | -2
Cc1ccnc(NS(=O)(=O)c2ccc(NC(=O)c3ccc(S(=O)(=O)N4CCOCC4)cc3)cc2)n1 | -14% | -4 | -9% | -31% | -7% | -14
CS(=O)(=O)N(CC(=O)NCc1ccc2c(c1)OCO2)c1ccc(Cl)cc1 | 34%[activator] | 11 | 7% | -19% | -14% | 12
Cc1cc[n+](-c2[nH]c(=O)sc2/C=N/N=C(\[O-])c2ccccc2)cc1C | 37% | 39* | -10% | 0% | 8% | 74*
CCN1CCN(c2ccc(NC(=O)c3cccc4ncccc34)cc2)CC1 | 8% | 7 | -2% | 122%[activator] | 5% | 2
COC(=O)c1cc(NS(=O)(=O)c2cccs2)cc(NS(=O)(=O)c2cccs2)c1 | 1% | nt | nt | 2% | -1% | nt
CCOC(=O)N1CCN(S(=O)(=O)c2ccc(C(=O)N(CCCN(C)C)c3nc4ccc(Cl)cc4s3)cc2)CC1 | ? | -6 | -9% | -1% | -5% | -23
COc1ccccc1-c1nnc2n1N=C(C(C)(C)C)CS2 | ? | -7 | 4% | 0% | -20% | -18
CC(C)NC(=S)N/N=C/c1cc(Br)ccc1O | 2.1µM* | 10 | -18% | 1.7µM* | -18% | 20
CC1CCCCC1NC(=O)COC(=O)c1ccccn1 (stereo not drawn) | 26% | 1 | 1% | 55%[activator] | 16% | -37
COC(=O)Cn1c(C)c(C#N)c2ccccc21 | 12% | -5 | -14% | -8% | -3% | -9
CC1SC(c2ccc(F)cc2)NC1=O (stereo not drawn) | 5% | -2 | 5% | -15% | nt | -7

Some of these compounds in order of SMILES length, low to high.
SMILES | Pf growth 48h | Cycloheximide cs | Giardia FBPA inh | Pf growth 96h | Sm TGR inh | Shiga toxin inh
CC1CCCCC1NC(=O)COC(=O)c1ccccn1 (stereo not drawn) | 26% | 1 | 1% | 55%[activator] | 16% | -37
Cc1cc[n+](-c2[nH]c(=O)sc2/C=N/N=C(\[O-])c2ccccc2)cc1C | 37% | 39* | -10% | 0% | 8% | 74*
CCOC(=O)N1CCN(S(=O)(=O)c2ccc(C(=O)N(CCCN(C)C)c3nc4ccc(Cl)cc4s3)cc2)CC1 | ? | -6 | -9% | -1% | -5% | -23
